Screening results as filed in PubChem.
PAFAH1B2 FP inh: inhibitors of human PAFAH1B2; P68402; recombinant PAFAH1B2, FP-rhodamine activity probe, fluorescence polarization; inhibition, % at 3.39 µM; 340,000 compounds, 1.2% hits; AID 492953;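 active = inhibition above the mean of all tested compounds plus 3 SD, cut at about 24% in these data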;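 note: 0% = enzyme with DMSO and 100% = wells lacking PAFAH1B2; many of its hits are not listed in these tables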
PAFAH2 FP inh: inhibitors of human PAFAH2 | inhibition, % at 3.39 µM | AID 492956 | 340,000 compounds, 0.99% hits | recombinant PAFAH2, FP-rhodamine activity probe, fluorescence polarization | Q99487;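 active = inhibition above the mean over all tested compounds plus 3 SD, cut at about 30% in these data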;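 note: inhibitors block probe labeling of enzyme so polarization drops; 0% = enzyme with DMSO and 100% = wells lacking PAFAH2 protein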
ZTA DNA inh: blocks Epstein-Barr virus ZTA, an EBNA-1 counter-screen; 320,000 compounds, 0.15% hits; ZTA-DNA binding, fluorescence polarization; inhibition, % at 11 µM; P03206; in the data active = inhibition above about 33%
LYPLA1 inh: blocks human lysophospholipase 1, a PME1 counter-screen; 320,000 compounds, 0.16% hits; O75608; recombinant LYPLA1, FP-Rh probe fluorescence polarization; inhibition, % at 5.9 µM;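 active = inhibition above the mean of all tested compounds plus 3 SD, set per campaign, cut at about 14% in these data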;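 note: inhibitors block serine hydrolase probe labeling of LYPLA1 so polarization falls; 0% = enzyme with DMSO and 100% = wells lacking LYPLA1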
Target sequence (O75608 whole entry, looked up): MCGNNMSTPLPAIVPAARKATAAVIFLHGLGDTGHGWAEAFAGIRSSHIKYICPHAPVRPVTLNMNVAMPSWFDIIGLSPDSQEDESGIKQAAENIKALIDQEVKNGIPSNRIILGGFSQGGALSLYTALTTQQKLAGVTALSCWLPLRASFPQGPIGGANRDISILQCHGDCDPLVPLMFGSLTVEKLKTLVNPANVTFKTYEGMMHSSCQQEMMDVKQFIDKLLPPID
PAFAH1B3 inh: inhibitors of human PAFAH1B3; Q15102; recombinant PAFAH1B3, FP-rhodamine probe, fluorescence polarization; inhibition, % at 3.39 µM; 340,000 compounds, 0.28% hits;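 active = inhibition above the screen-wide average of all tested compounds plus 3 SD, cut at about 25% in these data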;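 note: 0% = enzyme with DMSO only and 100% = wells lacking PAFAH1B3 protein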
pPAFAH inh: inhibitors of human plasma PAF acetylhydrolase (pPAFAH); Q13093; recombinant pPAFAH, FP-rhodamine probe fluorescence polarization; inhibition, % at 3.39 µM; 330,000 compounds, 1.5% hits; AID 463082;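 active = inhibition above the mean inhibition across the screen plus 3 SD, cut at about 25% in these data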;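 note: inhibitors block binding of the rhodamine activity-based probe so polarization drops; 0% = enzyme with DMSO and 100% = wells lacking pPAFAH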
Target sequence (Q13093 whole entry, looked up): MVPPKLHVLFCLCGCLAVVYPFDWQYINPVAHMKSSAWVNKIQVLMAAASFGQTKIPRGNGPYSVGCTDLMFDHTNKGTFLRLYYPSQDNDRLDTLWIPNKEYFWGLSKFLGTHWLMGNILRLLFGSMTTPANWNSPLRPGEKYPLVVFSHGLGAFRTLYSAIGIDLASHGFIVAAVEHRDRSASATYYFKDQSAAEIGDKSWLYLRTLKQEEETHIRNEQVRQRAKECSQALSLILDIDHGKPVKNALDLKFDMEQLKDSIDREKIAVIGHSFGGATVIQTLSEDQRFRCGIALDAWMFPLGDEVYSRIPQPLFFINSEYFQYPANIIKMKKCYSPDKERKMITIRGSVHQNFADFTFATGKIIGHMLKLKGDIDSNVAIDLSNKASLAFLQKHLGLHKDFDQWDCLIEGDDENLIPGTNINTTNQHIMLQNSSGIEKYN
PREPL inh: inhibits the human prolyl oligopeptidase-like enzyme; Q4J6C6; recombinant PREPL, fluorescence polarization activity-based probe; inhibition, % at 5.96 µM; 320,000 compounds, 0.68% hits; in the data active = inhibition above about 43%;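 note: 0% = enzyme with DMSO and 100% = wells lacking enzyme; many of its hits are not listed in these tables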
LYPLA2 inh: LYPLA2 (human) inhibition in PME1 counter-screen | O95372 | recombinant LYPLA2, FP-Rh probe fluorescence polarization | inhibition, % at 5.9 µM | 320,000 compounds, 0.38% hits;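 active = inhibition above the screen-wide mean plus 3 SD, limit set per campaign, cut at about 26% in these data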;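 note: 0% = LYPLA2 with DMSO and 100% = wells lacking LYPLA2 enzyme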
Target sequence (O95372 whole entry, looked up): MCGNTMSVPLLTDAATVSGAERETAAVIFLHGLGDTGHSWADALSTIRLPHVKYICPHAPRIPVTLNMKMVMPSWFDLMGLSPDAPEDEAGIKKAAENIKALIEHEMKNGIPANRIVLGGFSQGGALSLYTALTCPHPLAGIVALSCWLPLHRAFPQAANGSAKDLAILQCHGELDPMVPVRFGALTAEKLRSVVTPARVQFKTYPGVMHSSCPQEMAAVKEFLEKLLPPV
EBNA-1 inh: blocks EBNA-1 binding to DNA | 300,000 compounds, 0.34% hits | AID 1950 | inhibition, % at 14.8 µM | EBNA-1 DNA binding, fluorescence polarization; in the data active = inhibition above about 28%
* hit, by the source's call; · = not tested or not shown. Not all compounds are listed. The share of hits here may be higher or lower than overall.

structure	PAFAH1B2 FP inh	PAFAH2 FP inh	ZTA DNA inh	LYPLA1 inh	PAFAH1B3 inh	pPAFAH inh	PREPL inh	LYPLA2 inh	EBNA-1 inh
COC(=O)CCC(=O)OC1(C)C(=O)C=C2C=C(C3CC3)N(c3ccc(CO)cc3)C=C2C1=O (configuration not stated)	·	·	14.1	-0.1	·	10.6	25.8	1.2	-0.7
CC(=O)Nc1ccc(Nc2nc(C)c([N+](=O)[O-])c(Nc3ccccc3)n2)cc1	2.9	6.3	4.9	-0.2	14.2	16.9	20.0	10.6	-3.8
CCOC(=O)C1CCCN(C(=O)c2ccc(Cl)c(S(=O)(=O)N3CCCCC3)c2)C1 (configuration not stated)	2.7	0.7	10.5	1.4	8.2	-0.7	14.5	-3.9	0.0
O=C(NCc1cccc(F)c1)c1cccc2c1C(=O)c1ccc(N3CCOCC3)cc1S2(=O)=O	-4.1	-7.1	·	·	6.0	5.1	9.6	·	·
CCc1ccc(-c2cc(C)no2)cc1S(=O)(=O)N1CCN(c2ccccc2)CC1	1.3	2.1	3.5	-0.8	7.8	1.4	-29.0	6.8	5.9
COc1ccccc1OCCCCN1CCC(C)CC1	1.5	-0.7	-13.2	2.9	9.2	0.4	13.6	6.1	3.7
CN(C)c1ccc(CNn2cnnc2SCc2ccccc2F)cc1	7.8	4.6	6.2	-2.8	2.3	-7.7	7.5	5.5	-6.6
NC(=O)CS(=O)(=O)c1nc2ccccc2n1Cc1ccccc1F	2.9	-3.3	-12.9	2.2	-11.3	-1.6	-2.5	6.5	-1.5
O=C(NCc1cccnc1)c1ccc2c(c1)OCO2	10.6	3.9	-2.4	0.4	3.6	0.7	1.9	0.7	0.8
O=C(O)/C=C/c1ccc(S(=O)(=O)N2CCCCCC2)cc1	17.2	0.6	1.0	0.4	3.1	0.5	-2.2	-4.1	-10.4
Cc1nc(-c2ccccn2)nc(SCC(=O)c2ccccc2)c1Cl	·	·	-19.2	1.7	·	-2.7	24.3	-1.0	-7.3
Cc1cc(C(F)(F)F)cc(NNC(=O)NC(=O)c2c(F)cccc2Cl)n1	3.2	3.7	5.5	-1.6	5.7	0.6	-9.4	-0.2	-5.4
CC(C)CCN1C(=O)c2cccc3c(N)ccc(c23)C1=O	2.4	18.0	5.0	2.1	10.8	17.8	20.9	6.1	-7.9
COc1ccc(-c2cc(=O)oc3cc(OC(C)C(=O)NCc4ccccn4)ccc23)cc1 (configuration not stated)	1.2	-0.8	11.1	-3.5	4.2	5.7	-49.9	11.9	0.7
Cc1cc(C(=O)CSc2nnc3ccccn23)c(C)n1-c1ccccc1	-2.3	-3.6	0.7	0.2	7.3	0.0	-10.0	-2.0	-7.3
COc1ccc(Cl)cc1NC(=O)c1ccc2c(SCC(=O)O)c3c(nc2c1)CCCC3	2.4	-18.0	-14.5	1.2	1.8	0.7	7.2	7.1	-11.8
COc1ccc(CCNC(=O)CN(C)S(=O)(=O)c2ccc3c(c2)CCC(=O)N3)cc1OC	8.1	2.2	-11.2	0.3	10.1	2.1	3.9	0.3	-7.1
COc1cc(NS(=O)(=O)c2ccc(OC)c(OC)c2)cc(OC)c1	4.3	1.9	-18.5	-5.6	-1.8	-1.9	2.3	-2.2	0.6
CC(C)n1c(C(=O)OCC(=O)NCc2ccc3c(c2)OCO3)cc2occc21	-4.0	-0.2	7.3	-3.6	1.3	5.1	-13.0	2.7	2.6
CC(=O)N1CCc2c(sc(NC(=O)C3CCCCC3)c2C(N)=O)C1	2.2	6.2	-6.9	-0.5	-1.0	1.7	-10.7	0.7	-0.6
CCOc1cc(CNCc2ccccn2)ccc1OCC(=O)NC1CCCCC1	1.5	-2.8	-6.0	-1.0	7.2	4.4	-2.7	4.2	-1.2
CCN(CC)C(=O)c1cn(CCC#N)nc1-c1ccc(F)cc1	1.6	-2.7	1.3	1.2	4.1	0.9	-3.6	1.1	0.0
Cc1ccc(S(=O)(=O)N2CCOCC2)cc1C(=O)NC1=NCCS1	5.6	6.9	·	·	3.8	1.4	8.6	·	·
CC(=O)Nn1cc2c(=O)n(C)c(=O)n(C)c2c1	0.3	4.9	4.8	-2.2	0.1	-6.4	0.0	-4.0	-8.2
CC(C)[C@H](NS(=O)(=O)c1ccccc1)C(=O)Nc1ccccc1N1CCOCC1	10.0	8.4	·	·	6.4	7.7	15.7	·	·
CC(=O)Nc1ccc(NC(=O)CSc2ccc(-c3ccc4c(c3)OCO4)nn2)cc1	1.6	1.0	6.5	-4.5	-8.0	6.1	1.2	6.9	49.0*
COC(=O)c1c(NC(=O)COc2ccc(Cl)cc2)sc2c1CC(C)(C)NC2(C)C	-5.2	-4.6	2.5	-4.0	-1.1	-0.8	15.5	2.3	8.2
COc1c(C)cc(Br)cc1C(=O)NC(=S)Nc1ccc(Cl)c(C(=O)O)c1	23.2	1.5	-6.4	-2.2	7.7	4.7	2.1	-1.7	1.7
N#CC1=C(C2CC2)CC(c2ccccc2)C(C#N)=C1N (configuration not stated)	11.8	1.7	-5.9	-2.3	2.8	13.2	3.1	0.6	2.0
Cc1cc(=O)oc2cc(OCC(=O)OCC(=O)Nc3ccccc3Br)ccc12	2.3	-6.4	15.8	-2.4	3.7	-2.0	-6.3	-8.3	5.8
CSc1nsc(SCc2ccc(Cl)cc2)n1	6.9	-5.7	-4.0	-0.2	-5.7	6.9	9.3	0.5	-8.2
COc1cc(/C(C)=N/NC(=O)Cc2c(C)[nH][nH]c2=O)ccc1O	4.5	-2.0	-19.3	3.4	0.8	2.3	6.6	2.6	2.2
Cc1ccc(NC(=O)CN(C)C(C)C(=O)Nc2ccc(S(=O)(=O)N3CCCC3)cc2)cc1 (configuration not stated)	4.7	6.9	-5.8	0.9	0.1	4.0	1.0	5.4	3.5
COC(=O)CCCC1=CC2=C(c3ccccc3)C(=O)C(C)(OC(=O)C3CCCC3)C(=O)C2=CN1CC1CC1 (configuration not stated)	0.5	-6.5	-4.8	-3.6	3.6	3.8	5.3	1.5	15.4
Cc1ccc(S(=O)(=O)Nc2ccccc2CNC2CCCCC2)cc1	0.8	0.2	-5.6	-1.1	3.6	-2.7	6.4	2.2	-10.1
CCC(C)(C)n1nnnc1CN1CCSCC1	-1.7	4.4	-5.3	5.4	-8.0	-1.1	1.6	2.1	2.2
CCOC(=O)N/N=C/c1ccc(N(CC)CC)cc1O	2.6	12.3	-3.6	1.4	7.1	-0.7	10.3	9.1	-3.6
Cc1cc(NC(=O)CSc2nnc(-c3cccnc3)n2C)no1	-4.2	-1.8	7.4	2.9	4.9	4.8	9.2	6.2	-2.2
CCOc1ccc(NC(=O)CCC(=O)NNC(=O)c2cccc([N+](=O)[O-])c2)cc1	0.2	5.5	·	·	14.3	-0.6	9.6	·	·
O=C(NC(=S)Nc1cc([N+](=O)[O-])ccc1O)c1cccnc1	-2.0	0.6	3.9	-4.4	4.6	0.5	-2.2	-5.0	-0.1
O=C(CCCOc1ccc(Cl)cc1)N1CCCCCC1	14.9	6.4	12.6	-1.4	2.8	-4.1	18.3	0.5	5.8
CCOC(=O)c1c[nH]n(-c2ccc(C)cc2)c1=O	0.2	6.5	-3.8	-3.7	2.2	6.2	10.9	-2.9	3.8
Cc1cccc(-c2nnc(SCCOc3ccc4c(C)cc(=O)oc4c3)o2)c1	4.0	3.1	4.1	-0.1	3.5	-0.2	-11.7	8.3	-5.3
O=C(Cn1[nH]c(=O)c2ccccc2c1=O)OCC(=O)c1ccccc1Cl	0.9	6.4	2.2	0.7	5.4	0.9	-6.9	5.8	-4.6
CCC(=NNC(=O)c1ccc2c(c1)nc(C)n2CC)c1cc(F)ccc1O	4.3	-0.9	·	·	4.7	4.3	9.8	·	·
Cc1cc(NC(=O)c2cccc([N+](=O)[O-])c2)no1	-5.5	4.3	0.2	2.0	7.4	4.3	-6.3	4.4	-4.4
COc1ccc2[nH]c3c(c2c1)CCN1C(=O)C(CC(=O)NCCC2=CCCCC2)C[C@H](C(=O)N2CCCCC2)[C@@]31C (some centres not stated)	1.8	-1.7	·	·	4.6	-2.7	·	·	·
CC(C)c1nnc(NC(=O)CC23CC4CC(CC(C4)C2)C3)s1	20.6	1.4	5.1	-0.2	1.8	-4.2	0.1	-3.0	-3.4
Cc1ccc(NC(=O)CSc2ccccc2NC(=O)c2cccc(Cl)c2)cc1Cl	-3.0	4.5	6.3	-2.7	0.4	1.6	3.9	-3.7	1.7
CCOC(=O)C1=C(C)N(C[C@@H]2CC[C@@H](Cc3ccc(-c4ccccc4)cc3)O2)C(=O)NC1c1ccc(Cl)cc1 (some centres not stated)	2.4	-3.4	·	·	4.6	3.4	·	·	·
CC(=O)c1ccc(OCC(O)CNCc2ccc3c(c2)OCO3)cc1 (configuration not stated)	0.9	-2.1	3.0	-0.8	8.6	-8.7	6.1	-7.4	-3.5
Cc1sc2nc(-c3cccnc3)nc(Cl)c2c1-c1ccccc1	-2.6	6.4	2.4	-5.3	-4.5	8.9	-1.9	-0.6	0.5
O=C(CSc1n[nH]c(=O)[nH]c1=O)Nc1c(Cl)cc(Cl)cc1Cl	-0.3	-9.6	·	·	7.0	1.7	6.9	·	·
CCOc1cc(NC(=O)CC(C)C)c(OCC)cc1NC(=O)CCn1nnc2ccccc21	4.0	-4.1	-19.7	5.0	4.1	3.3	-6.0	7.1	-1.7
COc1ccc(C(CNC(=O)C(=O)NC2CCCC2)N2CCN(C)CC2)cc1 (configuration not stated)	-0.3	0.4	2.7	0.9	4.7	1.5	15.3	1.7	-14.3
Nc1nc(Nc2ccccc2F)sc1C(=O)c1ccccc1	1.6	-8.3	51.9*	-2.4	-0.6	16.0	12.4	-5.0	-7.7
COc1c(Cl)cc(Cl)cc1C(=O)Nc1ccc(NC(=O)c2cccs2)cc1	5.4	-4.1	5.4	-7.7	-1.1	-5.0	4.1	-12.4	1.3
Cc1cccc(OCC(=O)Nc2ccccc2-c2ccccc2)c1	7.8	0.9	-1.3	3.2	3.8	3.7	-3.4	10.3	-9.8
C=CCn1c(SCC(=O)Nc2cc(C)nn2-c2ccccc2)nnc1C1CCCCC1	10.8	1.0	-13.3	-3.8	4.4	1.3	5.8	2.5	-7.8
CC1(C)OC2OC(COC(=O)c3ccccc3)C3OC(C)(C)OC3C2O1 (configuration not stated)	2.2	2.2	2.0	-1.1	8.3	-0.2	4.8	3.2	-0.3

Remaining list, next part:
structure	PAFAH1B2 FP inh	PAFAH2 FP inh	ZTA DNA inh	LYPLA1 inh	PAFAH1B3 inh	pPAFAH inh	PREPL inh	LYPLA2 inh	EBNA-1 inh
CC(=O)C1=C(O)CCC1=NCCc1ccccc1	-2.6	-7.5	4.3	0.5	5.4	1.4	-3.3	6.8	-0.3
NNC(=O)c1cccc(COc2cccc(Br)c2)c1	0.3	-2.9	5.3	-8.1	-2.2	1.0	-17.5	-9.2	8.4
COc1cc(NC(=O)COC(=O)CC(NC(C)=O)c2ccccc2)cc(OC)c1 (configuration not stated)	5.6	2.5	-10.7	2.5	-2.9	4.2	-0.2	1.5	2.5
COc1ccc(/C(CC2OC(=O)c3ccccc32)=N\NC(N)=O)cc1 (configuration not stated)	0.6	-0.5	-10.5	2.7	-2.9	-0.4	15.6	8.2	-8.6
CC1=CC(C)(C)N(C(=O)c2ccc(F)cc2)c2cc3c(cc21)OCO3	7.2	-2.9	10.8	0.7	0.9	6.7	5.9	-0.7	11.9
